TAAR1 antagonist = human TAAR1 antagonism. Q96RJ0. inhibition, % at 3 µM. CHO RD-HGA16 TAAR1, Fluo-8 calcium fluorescence, antagonist. 1.5% of 360,000 active;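 active = inhibition above a per-plate cutoff, the mean inhibition of test compounds on that plate plus 3 SD, cut at about 49% in these data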;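 also: 0% = DMSO plus EC80 beta-PEA response and 100% = DMSO alone without agonist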
Target sequence (Q96RJ0 whole entry, looked up): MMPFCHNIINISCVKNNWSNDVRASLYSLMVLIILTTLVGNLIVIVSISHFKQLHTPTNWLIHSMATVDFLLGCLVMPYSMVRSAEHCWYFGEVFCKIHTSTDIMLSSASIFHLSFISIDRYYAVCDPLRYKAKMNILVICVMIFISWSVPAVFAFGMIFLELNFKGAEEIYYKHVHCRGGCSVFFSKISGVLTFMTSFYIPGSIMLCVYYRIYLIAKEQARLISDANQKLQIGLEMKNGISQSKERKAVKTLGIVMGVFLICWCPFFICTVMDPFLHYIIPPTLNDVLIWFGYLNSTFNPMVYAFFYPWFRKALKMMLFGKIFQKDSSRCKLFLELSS
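System: CHO RD-HGA16 cells bearing hTAAR1. Reagent: EC80 β-phenethylamine stimulus. Schedule: seeding 17-24 h prior, 75-min 37 °C, 30-min RT dye loading. Signal: Fluo-8 intracellular calcium dye fluorescence, real-time kinetic reads. Read-out: % inhibition from peak post-agonist over basal fluorescence ratio. Benchmarks: vehicle wells and EC80 agonist wells. Replicates: n of 1.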
M1 ag = human M1 muscarinic receptor agonism. P11229. CHO-K1 hM1, Fluo-8 calcium fluorescence, agonist mode; 0% DMSO, 100% acetylcholine EC100. activation, % at 3 µM. 0.33% of 360,000 active. AID 588814;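 active = activation above the run's mean compound activation plus 3 SD, cut at about 16% in these data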;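 also: peak over basal fluorescence ratio within a 140 s kinetic read after compound addition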
CHO-K1 Ca antag = counter-screen for M1 antagonists: effect in parental CHO-K1 cells | inhibition, % at 3 µM | ATP-induced calcium, Fluo-8 fluorescence | AID 602250 | 0.6% of 360,000 active;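 active = inhibition above a per-plate cutoff, the plate's mean sample inhibition plus 3 SD, cut at about 24% in these data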;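 also: 0% = DMSO plus EC80 ATP and 100% = DMSO alone without ATP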
M1 PAM parental = M1 PAM counterscreen hit in parental CHO-K1 cells. ATP EC20, Fluo-8 calcium fluorescence; 0% at ATP EC20, 100% at ATP max. activation, % at 3 µM. 0.02% of 360,000 active. AID 602247;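 active = activation above the run cutoff, the mean activation of all test compounds plus 3 SD, cut at about 40% in these data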;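 also: peak over basal fluorescence ratio in a 140 s read after ATP addition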
V1aR counter = counter-screen for oxytocin receptor agonists: human V1a receptor agonists; CHO-V1R cells, Fluo-8 calcium fluorescence, agonist mode; 0% DMSO, 100% 3 nM vasopressin; P37288; activation, % at 3 µM; 0.25% of 320,000 active;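 active = activation above the mean activation of all tested compounds plus 3 SD, per screening run, cut at about 20% in these data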;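 also: signal is peak over basal fluorescence ratio across a 100 second FLIPR read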
Target sequence (P37288 whole entry, looked up): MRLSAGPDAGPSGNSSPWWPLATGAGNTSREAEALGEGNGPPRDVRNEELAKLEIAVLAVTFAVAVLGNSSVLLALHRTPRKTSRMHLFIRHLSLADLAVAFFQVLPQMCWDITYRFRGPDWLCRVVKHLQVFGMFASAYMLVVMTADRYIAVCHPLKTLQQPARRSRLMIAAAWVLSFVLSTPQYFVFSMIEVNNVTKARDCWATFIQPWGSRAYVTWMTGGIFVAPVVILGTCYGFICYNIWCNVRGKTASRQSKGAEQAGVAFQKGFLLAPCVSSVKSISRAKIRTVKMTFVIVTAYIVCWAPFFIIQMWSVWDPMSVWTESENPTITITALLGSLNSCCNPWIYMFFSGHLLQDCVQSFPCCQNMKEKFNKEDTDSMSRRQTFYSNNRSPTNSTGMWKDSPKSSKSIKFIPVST
OXTR potentiator = potentiators of human oxytocin receptor | CHO-OTR cells, Fluo-8 calcium fluorescence, potentiator mode; 0% = oxytocin EC15, 100% = EC100 | AID 2445 | 0.061% of 320,000 active | P30559 | activation, % at 3 µM;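 active = activation above that plate's cutoff, the mean activation of tested compounds plus 3 SD, cut at about 6.6% in these data, passing the limit was not always enough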;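 also: 100% uses oxytocin at 75 nM as the full agonist control; some results filed as inactive read as strong as hits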
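Assay system: CHO cell line stably expressing human OTR | Also added: Oxytocin at about EC15, sub-maximal agonist stimulus | Times: Compound 6 min at room temperature before oxytocin, 100 s read | Measured by: Fluo-8 intracellular calcium fluorescence, ex 470-495, em 515-575 nm | Controls: EC15 oxytocin alone as 0%, 75 nM oxytocin as 100%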
TAAR1 agonist = human TAAR1 agonism. Q96RJ0. activation, % at 3 µM. 0.99% of 360,000 active. CHO RD-HGA16 TAAR1, Fluo-8 calcium fluorescence; vehicle wells 0%, saturating PEA agonist 100%. AID 624467;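 active = activation above the mean activation of all test compounds in the run plus 3 SD, cut at about 38% in these data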
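System: CHO-derived RD-HGA16 cells with stable Gα16 and human TAAR1. Times: 17-24 h plating, Fluo-8 75 min 37 °C, 30 min RT. Measured by: calcium-sensitive Fluo-8 signal, excitation 470-495, emission 515-575 nm. Read-out basis: % activation relative to PEA EC100 response. Control set: DMSO and PEA EC100. Repeats: no replicates (n 1).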
CHO-K1 Ca ag = counter-screen for M1 agonists: effect in parental CHO-K1 cells; activation, % at 3 µM; 0.48% of 360,000 active; Fluo-8 calcium fluorescence; scaled to maximal ATP response, vehicle zero; in the data active = activation above about 15%;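 also: untransfected CHO-K1 host cells lacking M1 receptor as counterscreen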
CHO parental Ca = counter-screen for OX1R antagonists: effect in parental CHO cells; parental CHO-K1, ATP-induced calcium, Fluo-8 fluorescence; inhibition, % at 5.6 µM; 0.63% of 330,000 active; AID 463079;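 active = inhibition above that plate's mean sample inhibition plus 3 SD, cut at about 26% in these data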;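 also: 0% = ATP-challenged DMSO wells and 100% = DMSO wells without ATP; some compounds past the cut are filed as inactive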
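material = parental CHO cells | also added = ATP as calcium-mobilizing challenge | dosing = single point at 5.6 µM | detection = intracellular calcium via Fluo-8 no-wash fluorescent dye | read-out = % inhibition | benchmarks = low control ATP plus DMSO, high control DMSO only | repeats = one well per compound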
The depositor's hits bear a star; . = not tested or not shown. The order is random; about 3.3% have a hit in one of these screens.

compound	TAAR1 antagonist	M1 ag	CHO-K1 Ca antag	M1 PAM parental	V1aR counter	OXTR potentiator	TAAR1 agonist	CHO-K1 Ca ag	CHO parental Ca
COCCNC(=O)c1onc(CSc2ccncc2)c1C(=O)NCCOC	-18	-4	-8	10	-0.7	5	14	0.3	-12
CCOC(=O)N1CCN(Cc2nc3cc(NC(=O)c4cccs4)ccc3n2CC)CC1	15	-3	-10	8	4.8	-5	5	4.2	-15
CCc1nc2ccc(C(=O)Nc3ccc(OC)c(OC)c3)cn2c1N(CC)CCOC	-13	-6	0	17	.	.	1	1.7	.
O=C(Nc1ccccn1)c1ccc(Cl)c([N+](=O)[O-])c1	-1	-7	2	-12	1.0	-3	3	0.8	-17
O=C1N2CCSC2=NC1(Nc1ccccn1)C(F)(F)F (stereo unspecified)	5	-1	-8	18	2.0	-3	-1	1.0	-6
CCCOc1ccc(N2CC(C(=O)Nc3ccccn3)CC2=O)cc1 (stereo unspecified)	-9	-3	10	1	3.4	-14	10	-0.1	-9
COc1cc(C(=O)NCCOc2ccccc2C)c(Br)c(OC)c1OC	-11	-8	-7	25	-1.5	5	2	4.2	-22
CCOC(=O)N1CCC(N2Cc3cccc(C(=O)Nc4ccc(OCC)cc4)c3C2=O)CC1	-2	1	-11	18	-0.1	-4	1	2.5	-17
CCOc1cc(Br)c(Br)c(C=Nc2ccc(NC(C)=O)cc2)c1O	-5	-5	-2	13	-0.1	-5	1	0.6	1
CCc1ccc(NC(=S)N2CCCCCCC2)cc1	-29	-4	-11	9	-1.1	-3	0	0.0	-1
NS(=O)(=O)c1cccc(NC(=O)CSc2ncc(C(F)(F)F)cc2Cl)c1	0	-2	-8	11	-0.1	0	13	-0.2	-3
CC(CCC(=O)O)(c1ccc(O)cc1)c1ccc(O)cc1	18	-1	-10	7	0.3	-3	2	0.7	-1
Cc1cc(Cl)cc2c(N=Nc3ccccc3C(=O)O)c(O)[nH]c12	1	-1	-7	0	0.1	-15	1	0.5	7
CCn1c(SC/C=C/c2ccccc2)nnc1-c1cnccn1	-1	-7	9	-6	2.5	-8	4	0.3	-23
Cc1cccn2c(=O)c(C=O)c(Nc3ccccc3)nc12	.	-1	-15	18	1.2	5	.	2.1	4

Next section
compound	TAAR1 antagonist	M1 ag	CHO-K1 Ca antag	M1 PAM parental	V1aR counter	OXTR potentiator	TAAR1 agonist	CHO-K1 Ca ag	CHO parental Ca
O=C1COc2ccc(C(=O)COC(=O)CCSc3ccc(Cl)cc3)cc2N1	56*	-6	-3	16	1.8	-16	14	2.2	1
CC12CN(Cc3ccccc3)CC(C)(CN(Cc3ccccc3)C1)C2=NO	6	-6	-2	6	-0.7	-1	16	0.0	-21
O=C(CS(=O)(=O)Cc1ccccc1)Nc1ccccn1	-2	-1	-5	19	0.8	-7	12	0.6	-9
CCC(Sc1ncccc1C(=O)OCCN1CCCC1=O)C(=O)NCc1ccco1 (stereo unspecified)	-7	-4	5	7	-0.1	-5	10	0.2	-3
Cc1ccc(N2CCN(C(=O)c3cccs3)CC2)cc1C	-5	2	-14	19	4.7	-5	1	4.2	-17
COC(=O)CCNc1ccc2c(c1)OCCO2	1	0	7	-4	0.1	-5	8	-0.1	-14
O=C(Nc1ccccc1)c1cc(C2CCCCN2S(=O)(=O)Cc2cccc(C(F)(F)F)c2)on1 (stereo unspecified)	-29	-5	6	5	.	.	2	3.1	.
Cn1c(CO)cnc1SCc1c(Cl)cccc1Cl	-1	-5	-5	7	-0.8	-3	8	-0.1	-16
Cc1sc2ncnc(SCc3ccco3)c2c1C	0	-3	-7	20	0.0	-2	-1	-0.2	-27
COc1cc(C)ccc1OCCCOc1ccccc1Br	14	-4	-7	1	0.6	-12	1	0.6	-23
Cc1csc(NC(=O)CCCC(=O)c2ccccc2)n1	3	-2	-13	4	1.6	0	7	0.7	-9
Oc1ccccc1CN1CCN(C(c2ccccc2)c2ccccc2)CC1	-19	-9	8	-7	0.3	-4	5	0.1	-34
O=C(CN1CCN(Cc2ccccc2)CC1)c1ccccc1	5	-1	15	-7	1.2	2	4	0.1	-23
C[C@@H](NC(=O)OC(C)(C)C)C(=O)NCC1CCC(C(=O)N[C@@H](Cc2ccccc2)C(=O)O)CC1 (stereo partly specified)	-7	-5	-10	5	0.0	-1	9	0.6	-2
CCn1ccnc1CN(C)Cc1nc(-c2ccc(C(=O)OC)cc2)no1	-7	-6	-2	5	3.0	-9	5	4.9	-10

Next section:
compound	TAAR1 antagonist	M1 ag	CHO-K1 Ca antag	M1 PAM parental	V1aR counter	OXTR potentiator	TAAR1 agonist	CHO-K1 Ca ag	CHO parental Ca
Brc1ccc(-c2ccc(/C=N/Nc3nc4ccccc4[nH]3)o2)cc1	22	-8	-1	8	0.6	-12	1	0.4	-13
CCOC(=O)c1c(C)n(C)c2cc(Br)c(O)c(O)c12	-18	-6	-6	22	-1.3	-1	-6	4.5	-16
COc1ccc(S(=O)(=O)N2CCCc3ccccc32)cc1OC	-9	-3	-2	15	-0.6	-3	2	1.4	-10
Cc1ccc(C)c(NC(=O)CSc2nnc(CCCCCNC(=O)OC(C)(C)C)o2)c1	-2	-3	5	4	6.3	-17	11	3.7	-17
Clc1ccc(-n2nnnc2-c2cnc3ccc(Cl)cc3c2-c2ccccc2)cc1	-41	-3	2	6	-0.2	-8	2	0.4	-26
Cc1ccc(-n2c(SCC3CCCCO3)nnc2-c2ccco2)cc1 (stereo unspecified)	9	-4	7	6	-1.5	-8	4	0.5	-29
CCN1CCN(C(=O)c2cc3sccc3n2CC(=O)c2ccccc2)CC1	3	-8	-16	15	0.6	-7	0	0.5	-20
C=CCn1nnnc1SCC(=O)Nc1cccc(OC)c1	11	-1	-40	15	-0.4	-5	2	0.6	-11
COC(=O)Nc1ccccc1C(=O)N1CCCCC1	7	-4	10	-2	0.7	4	0	-0.1	12
Cc1ccc(S(=O)(=O)N(C)CC(=O)NCC(c2ccco2)N(C)C)cc1 (stereo unspecified)	-7	-7	-7	-15	0.4	-3	8	0.0	-8
O=C(/C=C/c1cccc([N+](=O)[O-])c1)NCCSCc1cccc(Cl)c1	-1	-4	-6	18	0.6	-6	-1	6.2	-26
O=C(c1ccc(Br)cc1)c1cc([N+](=O)[O-])ccc1N1CCCCC1	25	-4	1	7	-1.1	-15	1	0.1	-41
CC(C)c1ccc(NC(=S)Nc2ccc3cn[nH]c3c2)cc1	7	-8	-15	11	-0.2	-5	0	0.8	-13
CC(C)[C@H](NC(=O)N1CCn2c1nc1ccccc12)C(=O)NC1CCCCC1	-34	-3	-3	-4	0.9	3	5	-0.8	-24
O=C(CNc1ccccc1-c1ccccc1)NCc1ccccc1	-24	-3	0	9	2.3	-10	-2	0.8	-13

Later entries.
compound	TAAR1 antagonist	M1 ag	CHO-K1 Ca antag	M1 PAM parental	V1aR counter	OXTR potentiator	TAAR1 agonist	CHO-K1 Ca ag	CHO parental Ca
CCCCN(C(=O)C1CSC2(C)CCC(=O)N12)c1c(N)n(Cc2ccccc2)c(=O)[nH]c1=O (stereo unspecified)	-13	-2	-8	3	.	.	1	0.7	.
COc1cc(CNCCc2ccc(S(N)(=O)=O)cc2)ccc1OCC(=O)NC1CCCCC1	-15	-8	-7	17	-0.5	-2	10	0.0	-16
CCCCC(=O)N(C)c1c(CC)nc2c(OCc3cc(Cl)cc(Cl)c3)cccn12	14	-9	2	-8	.	.	4	-0.2	.
CCOC(=O)c1oc2c(c1C)C(=O)CCC2	-19	-10	-12	15	0.6	0	2	0.3	5
COc1cc(C(=O)Nc2ccc3nc(N4CCN(C)CC4)cc(C)c3c2)cc(OC)c1OC	5	-5	7	17	-0.1	-9	0	0.3	-3
O=C(NCc1ccccn1)c1ccc2c(=O)n(CCc3ccccc3)c(=O)[nH]c2c1	16	2	-2	-2	5.9	-4	10	2.7	-17
C=CCOC(=O)C1=C(C)OC(N)=C(C#N)C1c1c(C)nn(-c2ccccc2)c1Cl (stereo unspecified)	11	-5	-11	19	-0.2	-7	12	0.4	-16
COc1cccc(NC(=O)N2CCCC2C(=O)NC2CC2)c1 (stereo unspecified)	-7	0	-7	-2	0.8	4	4	-0.6	-12
c1ccc(CSc2ncnc3c2cnn3-c2ccccc2)cc1	-9	-4	-9	27	0.2	1	1	0.7	-12
CN(Cc1cn(C)nc1-c1ccc(Oc2ccccc2)cc1)Cc1cnc2ccccn12	22	-2	20	3	6.7	-11	0	8.7	19
CCOc1cc(/C=N/Nc2ncnc(Cl)c2N)ccc1O	-3	-6	0	3	0.1	-4	0	0.4	-3
COc1cc(/C=N/NC(=O)c2ccc(Cn3cc([N+](=O)[O-])cn3)o2)cc(Br)c1O	18	-5	-2	9	0.2	-8	2	-0.1	-10
COc1ccc(N=C2S/C(=C\c3ccc(Cl)c([N+](=O)[O-])c3)C(=O)N2CCN(C)C)cc1	9	-6	-1	-4	3.9	-6	14	2.4	18
CC1=C(n2nnc([N+](=O)[O-])n2)C(c2cccnc2)C(C#N)=C(N)O1 (stereo unspecified)	-4	-4	-11	19	0.1	-8	1	0.0	-4
COc1ccc(C2c3ccc(O)cc3Oc3ncn(Cc4ccco4)c(=N)c32)cc1 (stereo unspecified)	-3	-6	-7	14	1.2	1	1	0.8	2

Ordered by value in TAAR1 agonist (high to low): three of the compounds above
SMILES	TAAR1 agonist
COc1ccc(N=C2S/C(=C\c3ccc(Cl)c([N+](=O)[O-])c3)C(=O)N2CCN(C)C)cc1	14
O=C(NCc1ccccn1)c1ccc2c(=O)n(CCc3ccccc3)c(=O)[nH]c2c1	10
CCOC(=O)c1oc2c(c1C)C(=O)CCC2	2

Next section:
compound	TAAR1 antagonist	M1 ag	CHO-K1 Ca antag	M1 PAM parental	V1aR counter	OXTR potentiator	TAAR1 agonist	CHO-K1 Ca ag	CHO parental Ca
CCC(=O)N1CCc2cc(S(=O)(=O)N3CCCCCC3)ccc21	-3	-6	2	-9	2.4	-12	4	0.1	2
CCCCCCn1c(=O)[nH]c2c(c1=O)CCC2	-31	-2	-9	12	0.4	-13	0	1.5	4
COc1cccc(-c2csc(N3CCN(C(=S)NCC(C)C)CC3)n2)c1	65*	-1	5	-3	2.7	-8	6	2.8	-12
CN1C[C@@H]2[C@@H]3C(=O)N(Cc4ccccc4)C(=O)[C@@H]3[C@](Cc3ccccc3)(C1=O)N2C(=O)c1ccc(Br)cc1	4	0	-1	2	.	.	10	2.7	.
O=C(Cc1cccc(C(F)(F)F)c1)NCC(=O)Nc1cc(Cl)ccc1Cl	-29	-5	-9	7	1.1	-10	-2	0.3	-13

Screening data as filed in PubChem.
